Hck-Nef inh: blocks Nef-activated human Hck kinase; AID 463187; Recombinant Hck-YEEI plus Nef, Z-Lyte FRET kinase assay; inhibition, % at 20 µM; 0.68% of 220,000 active;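 active = Hck-Nef kinase inhibition above about 50%, limit read from the data; inactive = inhibition below that limit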;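 also: 0% = DMSO with Hck plus Nef and 100% = Hck alone without Nef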
L929 necroptosis: blocks zVAD induced death of L929 cells; L929 zVAD necroptosis rescue, ATP luminescence, 24 h; with zVAD 60 µM; viability rescue, % at 10 µM; 0.38% of 220,000 active;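 active = activation, scaled between plate controls, above about 75%, limit read from the data; inactive = activation under that limit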;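 also: 0% = zVAD with DMSO and 100% = DMSO alone without zVAD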
Rad51 HR inh: blocks human Rad51 in homologous recombination; Q06609; hRad51 DNA strand exchange, fluorescence dequenching; inhibition, % at 10 µM; 0.085% of 200,000 active; AID 1385;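 active = inhibition above 40% at the single screening dose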;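 also: 0% = DMSO control wells and 100% = blanks with heterologous ssDNA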
Target sequence (Q06609 whole entry, looked up): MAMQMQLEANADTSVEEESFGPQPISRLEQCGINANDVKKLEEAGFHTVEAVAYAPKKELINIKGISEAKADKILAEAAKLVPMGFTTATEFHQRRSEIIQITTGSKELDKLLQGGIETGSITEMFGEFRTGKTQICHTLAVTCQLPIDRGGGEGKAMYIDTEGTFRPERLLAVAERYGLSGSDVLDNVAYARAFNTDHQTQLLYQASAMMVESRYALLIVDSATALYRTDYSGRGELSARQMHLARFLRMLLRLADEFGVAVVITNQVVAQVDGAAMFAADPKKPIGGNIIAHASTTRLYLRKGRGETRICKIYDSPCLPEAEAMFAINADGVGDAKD
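material = hRad51 filaments on single-stranded DNA | timing = filaments 15 min 37 °C, then compound 30 min | signal = FRET fluorescence dequenching, excitation 485 nm, emission 520 nm | benchmarks = control wells and blank wells on each plate | evaluation = percent inhibition relative to plate controls and blanks | compound = 10 µM final, single point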
FXIIa inh 1536: blocks human coagulation factor XIIa protease activity | AID 800 | 0.3% of 220,000 active | inhibition, % at 5 µM | purified FXIIa, Boc-QGR-AMC fluorogenic substrate, 2 h | P00748; in the data active = inhibition above about 40%;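 also: 0% = enzyme with no compound and 100% = blank without enzyme; many of its hits are not listed in these tables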
FXIa inh: inhibitors of human coagulation factor XIa; P03951; purified FXIa, Boc-Glu-Ala-Arg-AMC fluorogenic substrate; inhibition, % at 5 µM; 0.14% of 220,000 active; AID 798;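 active = inhibition of at least 40%; inactive = inhibition below 40%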;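 also: fluorescence of freed AMC excited at 355 nm; 0% = enzyme without compound and 100% = no enzyme blank; many of its hits are not listed in these tables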
Target sequence (P03951 19-387 limits assumed): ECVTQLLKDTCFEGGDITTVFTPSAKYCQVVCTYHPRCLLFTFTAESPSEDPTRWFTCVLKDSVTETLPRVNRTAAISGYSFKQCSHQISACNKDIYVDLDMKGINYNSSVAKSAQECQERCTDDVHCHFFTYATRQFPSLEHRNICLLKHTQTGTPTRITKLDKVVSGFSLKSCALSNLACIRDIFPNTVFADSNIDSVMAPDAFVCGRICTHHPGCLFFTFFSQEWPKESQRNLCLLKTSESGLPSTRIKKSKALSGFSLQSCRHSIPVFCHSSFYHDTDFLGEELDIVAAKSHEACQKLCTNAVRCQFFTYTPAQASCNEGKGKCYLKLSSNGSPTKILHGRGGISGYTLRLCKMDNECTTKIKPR
Target sequence (P03951 388-625 limits assumed): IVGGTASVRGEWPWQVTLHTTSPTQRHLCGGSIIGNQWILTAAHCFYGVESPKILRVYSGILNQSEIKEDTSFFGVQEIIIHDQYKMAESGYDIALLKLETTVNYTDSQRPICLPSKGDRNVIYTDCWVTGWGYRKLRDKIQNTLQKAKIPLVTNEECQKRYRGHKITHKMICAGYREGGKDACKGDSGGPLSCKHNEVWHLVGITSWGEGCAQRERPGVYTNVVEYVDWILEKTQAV
thrombin 1536: blocks human thrombin protease activity. P00734. alpha-thrombin, Boc-VPR-AMC fluorogenic substrate cleavage. inhibition, % at 5 µM. 0.26% of 220,000 active. AID 1046;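 active = inhibition at or above 40%; inactive = inhibition below 40%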;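 also: 0% = enzyme with no compound and 100% = wells without enzyme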
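Assay system: human alpha-thrombin enzyme. Reagent: Boc-VPR-AMC substrate, 15 µM final. Compound dosing: one concentration per compound, 5 µM, with 0.2% DMSO. Incubation: room-temperature reaction. Technique: AMC fluorescence, 355/460 nm. Measure: % inhibition relative to enzyme controls and enzyme-free blanks.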
Cl transport mod: modulates chloride dependent transport by human KCC2; Q9H2X9; KCC2 cells, thallium flux FluoZin-2 fluorescence; B-score of Tl+ flux slope (higher = more flux/activation; lower = inhibition) at 10 µM; 2.2% of 190,000 active; AID 1456;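 active = thallium flux slope and its plate-corrected score both differing from the plate sample mean at a set confidence after two filtering rounds, in either direction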;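 also: slope of fluorescence scaled to starting intensity during 10 to 20 s after thallium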
TNF death inh: inhibitors of TNF-alpha induced necroptosis in Jurkat FADD-/- cells | Jurkat FADD-/- TNF necroptosis rescue, ATP luminescence, 24 h; 0 = TNF only, 100 = no-TNF cells | activation (protection from cell death), % at 10 µM | 0.068% of 220,000 active | AID 463075;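 active = activation, meaning protection from cell death, of at least 50% relative to plate controls; inactive = activation below 50%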;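 also: necroptosis triggered by 40 ng/mL TNF-alpha added together with compound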
KLK5 inh: blocks human kallikrein 5 protease activity | 0.59% of 210,000 active | Q9Y337 | inhibition, % at 5 µM | AID 873 | recombinant hK5, fluorogenic AMC substrate cleavage;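 active = inhibition of 40% or more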;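 also: 0% = enzyme controls without compound and 100% = no-enzyme blanks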
Starred values were filed as active, the others as inactive; & = joins results of further samples.

`CNC(=O)CN(c1cc(C)ccc1OC)S(=O)(=O)c1ccc(C)cc1` gave Hck-Nef inh 2, L929 necroptosis 0.0, Rad51 HR inh -3, FXIIa inh 1536 12, FXIa inh 2, thrombin 1536 -1, Cl transport mod -0.045, TNF death inh -1.3 and KLK5 inh 15.
For CCCCn1c(CCNC(=O)CC)nc2ccccc21 the results were Hck-Nef inh 2, L929 necroptosis 0.1, Rad51 HR inh 6, FXIIa inh 1536 12, FXIa inh 13, thrombin 1536 -2, Cl transport mod -1.7, TNF death inh -0.1 and KLK5 inh -1.
Screening COc1ccc(CN(CCC(c2ccc(F)cc2)C2CCOC(C)(C)C2)C(=O)c2ccco2)cc1 (stereo not drawn) returned Hck-Nef inh 2, L929 necroptosis 0.7, Rad51 HR inh 5, FXIIa inh 1536 20, FXIa inh 20, thrombin 1536 -6, Cl transport mod -1, TNF death inh -1.5 and KLK5 inh 3.
Cn1c(CNc2ccc(Cl)cc2)nnc1SCC#N was read as Hck-Nef inh 15, L929 necroptosis 8.7, Rad51 HR inh -5, FXIIa inh 1536 3, FXIa inh -2, thrombin 1536 -8, Cl transport mod 0.95, TNF death inh 2.3 and KLK5 inh 1.
For CSc1nnc(C(C)(C)C)c(=O)n1/N=C/c1ccccc1 the results were Hck-Nef inh 16, L929 necroptosis 1.0, FXIIa inh 1536 1, FXIa inh 0, thrombin 1536 -13, Cl transport mod -0.55, TNF death inh 12 and KLK5 inh 1.
CC(=O)n1cc(Nc2ccccc2C(=O)O)c2ccccc21 was read as Hck-Nef inh -1, L929 necroptosis 0.1, Rad51 HR inh -9, FXIIa inh 1536 12, FXIa inh 4, thrombin 1536 1, TNF death inh -3.1 and KLK5 inh -17.
`COc1cc(OC)c(C2SCCN2S(=O)(=O)c2ccc(F)cc2)cc1OC` (stereo not drawn) gave Hck-Nef inh -1, L929 necroptosis -0.1, Rad51 HR inh -1, FXIIa inh 1536 -4, FXIa inh -6, thrombin 1536 -9, Cl transport mod 1, TNF death inh -1.1 and KLK5 inh 3.
CCC(C(=O)NC1CCCC1)N(C(=O)Cn1nnc(-c2cccs2)n1)c1cnc2ccccc2c1 (stereo not drawn) was read as Hck-Nef inh 0, L929 necroptosis -0.1, Rad51 HR inh 1, FXIIa inh 1536 5, FXIa inh -1, thrombin 1536 0, Cl transport mod -0.18, TNF death inh -0.1 and KLK5 inh 3.
Screening CC(C)(C)C1CCC(C(=O)OCC(=O)c2ccc[nH]2)CC1 (stereo not drawn) returned Hck-Nef inh 4, L929 necroptosis 0.9, Rad51 HR inh 9, FXIIa inh 1536 0, FXIa inh 4, thrombin 1536 -5, Cl transport mod -0.42, TNF death inh 2.5 and KLK5 inh -17.
Screening CS(=O)(=O)N(CC(=O)N1CCN(c2ccccc2)CC1)c1ccc(Cl)c(C(F)(F)F)c1 returned Hck-Nef inh -2, L929 necroptosis -0.1, Rad51 HR inh -6, FXIIa inh 1536 11, FXIa inh -5, thrombin 1536 0, Cl transport mod -4.8, TNF death inh -2.7 and KLK5 inh -8.
`NC(=O)CCn1ccc2ccccc21` gave Hck-Nef inh 4, L929 necroptosis 1.7, Rad51 HR inh 8, FXIIa inh 1536 3, FXIa inh -3, thrombin 1536 1, Cl transport mod 0.45, TNF death inh -0.4 and KLK5 inh -7.
Screening CC(C)NC(=O)CSc1nnc2sc3ccccc3n12 returned Hck-Nef inh 0, L929 necroptosis -0.6, Rad51 HR inh 3, FXIIa inh 1536 10, FXIa inh -4, thrombin 1536 -6, TNF death inh -0.5 and KLK5 inh -6.
`CC1CCCC(C)N1C(=O)CSc1nnc(NC(=O)c2cccs2)s1` (stereo not drawn) gave Hck-Nef inh -1, L929 necroptosis 2.8, Rad51 HR inh -3, FXIIa inh 1536 23, FXIa inh -2, thrombin 1536 6, Cl transport mod -0.07, TNF death inh 2.3 and KLK5 inh -14.
Screening CCCc1cc(=O)n2[nH]c(NCc3ccccc3Cl)nc2n1 returned Hck-Nef inh 2, L929 necroptosis -0.1, Rad51 HR inh -6, FXIIa inh 1536 4, FXIa inh -1, thrombin 1536 1, Cl transport mod -1, TNF death inh -0.2 and KLK5 inh -9.
CC(C)OC(=O)CSc1nnc(-c2ccc(Cl)cc2Cl)o1 was read as Hck-Nef inh 0, L929 necroptosis 0.9, Rad51 HR inh 3, FXIIa inh 1536 13, FXIa inh 2, thrombin 1536 -3, TNF death inh 0.1 and KLK5 inh 7.
O=C(COC(=O)CCC(=O)c1cccs1)Nc1ccc(S(=O)(=O)N2CCOCC2)cc1 was read as Hck-Nef inh 0, L929 necroptosis 2.7, FXIIa inh 1536 2, FXIa inh 2, thrombin 1536 4, Cl transport mod 1.1, TNF death inh 0.0 and KLK5 inh -2.
For CCOC(=O)C1=C(C)NC(C)=C(C(=O)OCC)C1c1cc(N)ccc1OC(F)F the results were Hck-Nef inh 9, L929 necroptosis -0.7, Rad51 HR inh 1, FXIIa inh 1536 9, FXIa inh -6, thrombin 1536 -7, TNF death inh -0.3 and KLK5 inh 0.
Screening CCOc1ccc2nc(Cl)c(CN(C(=O)c3cnccn3)C3CCCC3)cc2c1 returned Hck-Nef inh 17, L929 necroptosis 1.1, Rad51 HR inh 8, FXIIa inh 1536 2, FXIa inh -1, Cl transport mod -1.1, TNF death inh -0.6 and KLK5 inh -5.
`O=C1c2ccccc2-c2nc3ccccc3n21` gave Hck-Nef inh 14&4, L929 necroptosis -0.3&-0.6, Rad51 HR inh 1&1, FXIIa inh 1536 9&11, FXIa inh 1&7, thrombin 1536 0, Cl transport mod -0.47, TNF death inh 0.3&-5.1 and KLK5 inh 0&-5.
Screening Fc1ccc(NC(=S)N/N=C/c2ccc(F)c(F)c2)c(F)c1 returned Hck-Nef inh 4, L929 necroptosis -0.1, Rad51 HR inh 2, FXIIa inh 1536 2, FXIa inh 1, thrombin 1536 -1, Cl transport mod 20*, TNF death inh -3.2 and KLK5 inh -11.
Screening CC(=O)N/C(=C\c1ccc(Cl)cc1)C(=O)O returned Hck-Nef inh 8, L929 necroptosis 0.7, Rad51 HR inh 21, FXIIa inh 1536 4, FXIa inh -10, thrombin 1536 -4, Cl transport mod -0.021, TNF death inh 0.3 and KLK5 inh 22.
COc1ccc(-n2nnc3c(=O)n(CC(=O)OCc4ccccc4)cnc32)cc1 was read as Hck-Nef inh -1, L929 necroptosis 2.2, Rad51 HR inh 3, FXIIa inh 1536 5, FXIa inh -2, thrombin 1536 8, Cl transport mod -0.54, TNF death inh 1.1 and KLK5 inh -1.
CC1=Nn2c(nnc2-c2ccc(F)cc2)SC1 was read as Hck-Nef inh 1, L929 necroptosis -0.3, Rad51 HR inh 3, FXIIa inh 1536 22, FXIa inh 7, thrombin 1536 6, Cl transport mod -0.49, TNF death inh 0.5 and KLK5 inh -6.
For CC1=C(/C=C/C(C)=C/C=C/C(C)=C/C(=O)O)C(C)(C)CCC1 the results were Hck-Nef inh 1, L929 necroptosis 29, Rad51 HR inh 0, FXIIa inh 1536 8, FXIa inh 1, thrombin 1536 -4, Cl transport mod 0.31, TNF death inh -3.9 and KLK5 inh -13.
Screening CCOc1cc(/C=C2\N=C(SCC)SC2=O)cc([N+](=O)[O-])c1OC(C)=O returned Hck-Nef inh 95*, L929 necroptosis 2.7, Rad51 HR inh 6, FXIIa inh 1536 13, FXIa inh -8, thrombin 1536 1, TNF death inh -1.2 and KLK5 inh -18.
Screening CCOc1ccc(C(=O)Nc2cc(=O)n(C)c(=O)n2C)cc1 returned Hck-Nef inh 0, L929 necroptosis 0.5, Rad51 HR inh -1, Cl transport mod 1.7 and TNF death inh -0.2.
For CCc1ccccc1N1C[C@@]23C=C[C@@H](O2)C(C(=O)OCC(C)C)[C@H]3C1=O (stereo partly drawn) the results were Hck-Nef inh 1, L929 necroptosis -0.1, Rad51 HR inh 0, FXIIa inh 1536 3, FXIa inh 2, thrombin 1536 0, Cl transport mod 0.024, TNF death inh -0.4 and KLK5 inh 13.
COc1cc(C(C(=O)NC2CCCCC2)N(CCN2CCOCC2)C(=O)C2COc3ccccc3O2)cc(OC)c1OC (stereo not drawn) was read as Hck-Nef inh 26, L929 necroptosis 0.2, Rad51 HR inh 6, FXIIa inh 1536 5, FXIa inh -3, thrombin 1536 -5, Cl transport mod 0.36, TNF death inh 0.8 and KLK5 inh 2.
For CC(=O)N(CC1CCCO1)c1nnc(-c2cnccn2)s1 (stereo not drawn) the results were Hck-Nef inh 0, L929 necroptosis 0.3, Rad51 HR inh 4, FXIIa inh 1536 10, FXIa inh 1, thrombin 1536 5, Cl transport mod -0.32, TNF death inh 76* and KLK5 inh -2.
`Cc1sc2ncn(CC(=O)NCCCC(=O)N3CCN(c4ccccn4)CC3)c(=O)c2c1C` gave Hck-Nef inh -3, L929 necroptosis 0.2, Rad51 HR inh -1, FXIIa inh 1536 7, FXIa inh -8, thrombin 1536 -5, TNF death inh -0.9 and KLK5 inh 9.
Screening O=c1cc(CSc2ccc(S(=O)(=O)N3CCCCC3)cn2)nc2sccn12 returned Hck-Nef inh 1, L929 necroptosis 0.8, Rad51 HR inh 5, FXIIa inh 1536 9, FXIa inh 5, thrombin 1536 -2, TNF death inh -1.7 and KLK5 inh -1.
O=C(CSc1nc2ncc(Br)cc2[nH]1)Nc1ccc2c(c1)OCO2 was read as Hck-Nef inh -2, L929 necroptosis 0.7, Rad51 HR inh 13, FXIIa inh 1536 -2, FXIa inh 6, thrombin 1536 -8, TNF death inh 9.0 and KLK5 inh 7.
`CC(=O)N1CCN(c2ccc(NC(=O)c3ccc4c(c3)OCO4)cc2)CC1` gave Hck-Nef inh 1, L929 necroptosis 0.3, Rad51 HR inh -3, FXIIa inh 1536 8, FXIa inh 7, thrombin 1536 -7, Cl transport mod 0.47, TNF death inh -1.2 and KLK5 inh 25.
For O=C(O)C1=C(OCc2ccccc2)C(=O)NCC1 the results were Hck-Nef inh 3, L929 necroptosis -0.4, Rad51 HR inh -11, FXIIa inh 1536 10, FXIa inh 0, thrombin 1536 -1, Cl transport mod -0.61, TNF death inh 0.5 and KLK5 inh -1.
Screening CCC1(C)Cc2ccccc2-c2nc(NCCCO)[nH]c(=O)c21 (stereo not drawn) returned Hck-Nef inh -7, L929 necroptosis 2.6, Rad51 HR inh -7, FXIIa inh 1536 -2, FXIa inh -2, thrombin 1536 -1, Cl transport mod 0.086, TNF death inh 6.5 and KLK5 inh -3.
`CCCCNC(=O)c1ccccc1Cl` gave Hck-Nef inh -17, L929 necroptosis -0.4, Rad51 HR inh 3, FXIIa inh 1536 8, FXIa inh -5, thrombin 1536 -3, Cl transport mod -0.42, TNF death inh 0.7 and KLK5 inh -1.
`NC(=S)Nc1ccc2cn[nH]c2c1` gave Hck-Nef inh 1, L929 necroptosis 2.2, Rad51 HR inh 18, FXIIa inh 1536 8, FXIa inh 2, thrombin 1536 4, Cl transport mod 0.025, TNF death inh -0.3 and KLK5 inh -14.

As a short view, 2 of the compounds above:
`CNC(=O)CN(c1cc(C)ccc1OC)S(=O)(=O)c1ccc(C)cc1` gave Hck-Nef inh 2, L929 necroptosis 0.0, Rad51 HR inh -3, FXIIa inh 1536 12, FXIa inh 2, thrombin 1536 -1, Cl transport mod -0.045, TNF death inh -1.3 and KLK5 inh 15.
For CCCCn1c(CCNC(=O)CC)nc2ccccc21 the results were Hck-Nef inh 2, L929 necroptosis 0.1, Rad51 HR inh 6, FXIIa inh 1536 12, FXIa inh 13, thrombin 1536 -2, Cl transport mod -1.7, TNF death inh -0.1 and KLK5 inh -1.

Only part of the results is shown, so the mix of outcomes need not match the whole.
